Source: PubChem (Southern Research Specialized Biocontainment Screening Center)
VEEV TC-83 Vero = inhibitors of VEEV TC-83 cytopathic effect, confirmation, Vero cells (AID 588727); inhibition, % at 20 µM; hits with a dose series show IC50 in µM; hit rate 0.13% among 350,000; Vero cells, VEEV TC-83 cytopathic effect inhibition; higher % means a stronger effect; in the data active means a potency from the dose series; inconclusive means inhibition mostly from about 14% at the one dose, without a potency; inactive means the rest, 99 in 100 with inhibition below about 12%; further: strong numbers were not always called active
influenza NS1A = H1N1 influenza NS1A inhibitors, functional cell based assay (AID 504329) | one-dose inhibition, % at 12.5 µM; IC50 in µM for titrated hits | hit rate 0.3% among 340,000 | NS1A functional cell-based assay, percent inhibition; higher % means a stronger effect; in the data active means a potency from the dose series; inconclusive means inhibition above about 27% without an active follow-up result; further: strong numbers were not always called active
tuberculosis growth = growth inhibition of non-replicating M. tuberculosis (AID 488890); Mycobacterium tuberculosis non-replicating, growth inhibition; higher % means a stronger effect; inhibition, % at 25 µM; hits with a dose series show IC50 in µM; hit rate 0.39% among 320,000; in the data active means a potency from the dose series; inconclusive means inhibition mostly from about 82% at the one dose, without a potency; inactive means the rest, 99 in 100 with inhibition below about 76%;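 further: plate controls were DMSO cells for no effect and high antibiotic wells for full effect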
H37Rv inhibition = M. tuberculosis growth inhibition, HTS (AID 449762); inhibition, % at 25 µM; hits with a dose series show IC50 in µM; hit rate 0.59% among 330,000; M. tuberculosis H37Rv growth inhibition, 7H9 media; higher % means a stronger effect; in the data active means a potency from the dose series; inconclusive means inhibition above about 70% without an active follow-up result;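 further: bacterial growth assessed after seven days of incubation; strong numbers were not always called active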
PhoP GFP inhibition = PhoP regulon inhibitors, Salmonella typhi PhoP promoter GFP reporter, confirmatory (AID 1850) | Salmonella Typhi PhoP-promoter GFP reporter, fluorescence, 4 h; higher % means a stronger effect | hit rate 0.33% among 310,000 | inhibition, % at 50 µM; hits with a dose series show IC50 in µM; in the data active means a potency from the dose series; inconclusive means inhibition mostly from about 25% at the one dose, without a potency; inactive means the rest, 99 in 100 with inhibition below about 19%;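 further: 0% = induced wells with vehicle and 100% = uninduced wells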
VEEV TC-83 Vero 10K pilot screen = recorded beside VEEV TC-83 Vero, whose call it bears; inhibition, %; measured here: 10K pilot screen inhibition
Active calls of the source: *; i = inactive; ? = inconclusive; . = no result given; & = joins results of further samples.

SMILES	VEEV TC-83 Vero	influenza NS1A	tuberculosis growth	H37Rv inhibition	PhoP GFP inhibition	others
COc1ccc(S(=O)(=O)N2Cc3ccccc3CC2C(=O)O)cc1OC (configuration not stated)	0.4%	-4.7%	5.0%	-2.9%	-18.2%
Cn1c(=O)c(=O)n(C)c2cc(S(=O)(=O)CCC(=O)Nc3ccc(C(F)(F)F)cc3)ccc21	i	13.1%	-13.8%	6.3%	-26.4%
CN(Cc1nc2ccccc2c(=O)[nH]1)C(=O)c1cccc(S(=O)(=O)N2CCc3ccccc32)c1	?	-1.0%	46.5%	1.5%	.
C=CCC1NS(=O)(=O)OC(CCCC)C1O (configuration not stated)	0.4%	9.6%	-7.4%	2.1%	-9.7%
C/C(=N/NC(=O)c1ccccn1)c1ccc(O)cc1	1.6%	-1.6%	.	?	13.4%
O=C(NNS(=O)(=O)c1ccc2ccccc2c1)NC1CCCCC1	0.8%	-3.3%	13.1%	12.4%	-2.5%
Cc1ccc(N(CCC#N)C(=O)COC(=O)C2CCN(S(=O)(=O)c3ccc4c(c3)OCCO4)CC2)cc1	1.4%	2.3%	1.6%	0.8%	-1.4%
Cc1c(C(=O)Nc2ccc(S(=O)(=O)Nc3ncccn3)cc2)oc2ccccc12	0.8%	-5.3%	33.3%	-1.0%	.
CC1CC(C)CN(C(=O)COc2ccc(-c3nnco3)cc2)C1 (configuration not stated)	2.3%	-2.8%	8.7%	-14.7%	-7.8%
C#CCOCCOCCOCCNc1nc(N2CCN(C(=O)[C@H](CCCN=C(N)N)n3cc(C(N)[C@@H](C)CC)nn3)CC2)nc(N2CCN(C(=O)[C@H](CCCCN)n3cc([C@@H](N)CC(N)=O)nn3)CC2)n1 (some centres not stated)	0.4%	11.3%	78.0%	5.1%	.	VEEV TC-83 Vero 10K pilot screen=2.4
Cc1ccc(-c2nnn(CC(=O)N(c3ccccc3F)C(C(=O)NC3CCCC3)c3ccco3)n2)o1 (configuration not stated)	6.4%	-0.8%	6.0%	-0.4%	-7.5%
COc1ccc(C2=NOC(C(=O)N3CCOCC3)C2)cc1OC (configuration not stated)	8.1%	0.4%	-17.6%	-3.7%	-3.7%
CN(C)C(=O)c1cc(Cl)ccc1Sc1cc(Cl)ccc1Cl	2.7%	-6.0%	11.7%	-3.3%	1.4%
COc1ccccc1CNC1CCCc2ccccc21 (configuration not stated)	i	-6.7%	-0.1%	10.9%	-4.6%
Cc1cccc(-c2nc(CS(=O)CC(=O)N3CCc4ccccc4C3)c(C)o2)c1 (configuration not stated)	1.3%	0.7%	46.1%	0.1%	-12.3%

The final 2 entries of the section above lead into the next:
SMILES	VEEV TC-83 Vero	influenza NS1A	tuberculosis growth	H37Rv inhibition	PhoP GFP inhibition	others
COc1ccccc1CNC1CCCc2ccccc21 (configuration not stated)	i	-6.7%	-0.1%	10.9%	-4.6%
Cc1cccc(-c2nc(CS(=O)CC(=O)N3CCc4ccccc4C3)c(C)o2)c1 (configuration not stated)	1.3%	0.7%	46.1%	0.1%	-12.3%
CC(C)Sc1nnc(CNC(=O)C23CC4CC(CC(C4)C2)C3)n1Cc1ccccc1	i	-11.4%	35.3%	3.8%	-5.3%
CC1(C)Cc2c(C#N)c(NCc3ccco3)nc(-c3ccco3)c2CO1	0.2%	-0.1%	45.6%	0.7%	-14.1%
COc1ccc(C2=NS(=O)(=O)N(C)C(C(=O)Nc3ccc(C(C)=O)cc3)=C2)cc1OC	8.1%	0.9%	16.0%	8.6%	-14.7%
Cc1nc2ccccn2c1/C(O)=C1\C(=O)C(=O)N(CCCN(C)C)C1c1ccc(F)cc1 (configuration not stated)	.	.	0.3%	-0.8%	-5.0%
O=S(=O)(NN=C1CCCCCC1)c1ccccc1	0.6%	-9.6%	25.4%	-4.4%	-2.9%
Cc1[nH]c(C)c(S(=O)(=O)N(Cc2ccccc2)C(C)(C)C)c1C(=O)N1CCCC1	0.1%	-0.9%	-4.7%	15.9%	-47.2%
C=C/C(C)=C/CC1C(=C)CCC2C(C)(C(=O)O)CCCC12C (configuration not stated)	0.9%	-5.6%	0.0%	-4.4%	19.1%
CC(=O)NC(c1ccc([N+](=O)[O-])cc1)c1c(O)ccc2ccccc12 (configuration not stated)	1.2%	6.9%	3.5%	5.2%	-3.1%
CCOC(=O)c1c(N)sc(C(=O)Nc2ccc3c(c2)OCO3)c1C	i	6.2%	26.1%	5.9%	30.4%
CC1Cc2ccccc2N1C(=O)CO/N=C/c1ccccc1OC(F)F (configuration not stated)	i	11.4%	-12.1%	1.4%	-5.9%
O=Cc1sc(N2CCOCC2)nc1-c1ccccc1	.	.	29.4%	-12.7%	10.4%
CC(NC(=O)Cc1ccc(NC2=NC3CS(=O)(=O)CC3S2)cc1)c1ccccc1 (configuration not stated)	2.1%	24.0%	-6.4%	-3.9%	-8.8%	VEEV TC-83 Vero 10K pilot screen=0.7
COc1ccc(CN(CC(=O)NC2CCCC2)C(=O)CCC(=O)Nc2nccs2)cc1	1.2%	-3.4%	6.7%	-3.8%	-23.4%
Cn1cccc1C(=O)NCc1ccccn1	i	1.4%	.	.	.
O=C(N/N=C/c1cn(-c2ccccc2)nc1-c1cccnc1)c1ccc(F)cc1	11.6%	3.9%	-4.9%	11.5%	-4.2%
Fc1ccc(/C=N/Nc2nn[nH]n2)cc1	1.9%	2.8%	4.1%	-1.5%	-8.0%
CC(C)=CC(=O)N1CCC(N2CCC(C(=O)N3CCOCC3)CC2)CC1	3.2%	-12.2%	-9.9%	-6.8%	-12.5%
O=C1CN(C(=O)CSc2nnnn2C2CC2)c2ccccc2N1	0.8%	-23.2%	-10.8%	-1.0%	.
COc1ccc(NS(=O)(=O)c2cccc(NC(=O)C34CCC(CC3)C4)c2)cc1	i	-12.8%	40.3%	7.9%	-2.3%
c1ccc(-n2c(-c3ccco3)nnc2N2CCOCC2)cc1	1.1%	-3.3%	5.5%	-7.7%	-4.1%
CNC(=O)/C(C#N)=C/c1ccc(-c2nc3ccccc3s2)o1	2.3%	.	-2.6%	-2.3%	-9.4%
CCN1CCCC1CNC(=O)c1csc2c1CCCC2 (configuration not stated)	0.1%	4.9%	1.4%	5.2%	16.4%
CCOC(=O)C1(Cc2cccc(Cl)c2)CCCN(C(=O)c2ccc(COC)s2)C1 (configuration not stated)	0.1%	-8.1%	25.3%	8.1%	14.8%
COc1nccnc1NS(=O)(=O)c1ccc(NC(=S)NC(=O)/C=C/c2ccc(F)cc2)cc1	1.2%	13.2%	7.5%	-6.4%	-6.4%
O=C(CN1CCOCC1)Nc1cccc(Cl)c1Cl	0.1%	8.4%	3.0%	-3.5%	-16.5%
COc1ccc(CC(=O)NC(C)c2nnc(SCC(=O)Nc3ccccc3F)n2C)cc1 (configuration not stated)	0.8%	-4.5%	1.0%	2.9%	-6.8%
COc1ccc(CNc2nc3ccccc3n2Cc2ccc(Cl)cc2)cc1OC	i	-0.7%	13.7%	-5.3%	-4.4%
CCOc1ccc(CNC(=O)C(=O)c2cn(CC(=O)N3CCOCC3)c3ccccc23)cc1OC	3.0%	-8.7%	4.9%	11.0%	1.6%
O=C(NCc1ccccc1Cl)C1CCN(S(=O)(=O)N2CCC3(CC2)OCCO3)CC1	i	-10.9%	-2.1%	-6.8%	-2.3%
CCOC(=O)SC1=N/C(=C\c2ccc(N(C)C)cc2)C(=O)S1	1.4%	15.2%	?	-2.6%	9.0%

Filtered by structure: the entries above containing an aryl thioether with sulfur outside any ring.
SMILES	VEEV TC-83 Vero	influenza NS1A	tuberculosis growth	H37Rv inhibition	PhoP GFP inhibition	others
CN(C)C(=O)c1cc(Cl)ccc1Sc1cc(Cl)ccc1Cl	2.7%	-6.0%	11.7%	-3.3%	1.4%
CC(C)Sc1nnc(CNC(=O)C23CC4CC(CC(C4)C2)C3)n1Cc1ccccc1	i	-11.4%	35.3%	3.8%	-5.3%
O=C1CN(C(=O)CSc2nnnn2C2CC2)c2ccccc2N1	0.8%	-23.2%	-10.8%	-1.0%	.
COc1ccc(CC(=O)NC(C)c2nnc(SCC(=O)Nc3ccccc3F)n2C)cc1 (configuration not stated)	0.8%	-4.5%	1.0%	2.9%	-6.8%

Next compounds
SMILES	VEEV TC-83 Vero	influenza NS1A	tuberculosis growth	H37Rv inhibition	PhoP GFP inhibition	others
O=c1oc(-c2ccccc2F)nc2scc(-c3ccccc3)c12	4.0%	.	44.4%	7.4%	5.7%
NC(=O)c1nsc(C(=O)N(CC(=O)NC2CCCCC2)Cc2ccc(F)cc2)c1N	0.2%	4.5%	8.0%	-3.0%	-15.2%
FC(F)(F)c1cc(-c2ccccc2)nc(-n2cc(Cl)cn2)n1	2.5%	4.1%	5.6%	10.4%	13.6%
CCN(CC)c1nc(-c2ccc(C(=O)NN)cc2)nc(-c2ccc(C(=O)NN)cc2)n1	1.3%	7.3%	-10.6%	8.8%	3.7%
Fc1c(F)c(F)c(SCn2cc(Br)cn2)c(F)c1F	1.6%	-11.5%	-20.5%	-6.1%	.
Cc1sc(-c2cccnc2)nc1OC(=O)C1CC1	0.6%	3.6%	9.1%	2.1%	12.8%	VEEV TC-83 Vero 10K pilot screen=1.6
COc1ccc(-n2c(C)cc(/C=C/c3nc(O)c([N+](=O)[O-])c(=O)[nH]3)c2C)cc1	0.9%	.	46.0%	15.5%	-0.2%
CCOc1ccc(N(CC(=O)Nc2cccc(Br)c2)S(C)(=O)=O)cc1	0.7%	-0.5%	-2.8%	3.3%	3.1%
O=C(O)CN1C(=O)NC2(CCOc3ccccc32)C1=O (configuration not stated)	i	-12.4%	-2.8%	-0.2%	3.1%
O=P1(O)Cc2ccccc2-c2ccccc21	i	-0.9%	.	.	.
CC1=Nc2ccccc2/C1=C/c1c(N)n2c(S(=O)(=O)C(C)C)nsc2nc1=O	0.7%	-4.1%	41.4%	4.8%	-6.1%
Cc1ccc2c(CN3CCN(C(=O)c4ccco4)CC3)cc(=O)oc2c1C	2.2%	-2.4%	13.1%	4.2%	2.9%
COc1cc(NC(=S)NC(=O)CCc2ccccc2)cc(OC)c1	6.9%	-1.5%	39.9%	11.2%	4.1%
CCOC(=O)C1CCN(C(=O)CCc2nc3ccccc3[nH]2)CC1	1.0%	-7.3%	-20.3%	-0.6%	34.1%
CCCc1nc2c(sc3nc4c(cc32)COC(C)(C)C4)c(=O)n1Cc1ccco1	0.8%	-2.1%	8.1%	-1.1%	0.7%
Cc1ccc(C)c(N2CCN(S(=O)(=O)c3ccc(-c4ccc(=O)[nH]n4)o3)CC2)c1	0.2%	-13.3%	0.7%	0.7%	0.6%
COc1ccc2c(C=Nc3c(C)n(C)n(-c4ccccc4)c3=O)c(O)n(Cc3ccco3)c(=O)c2c1	11.1%&4.0%	13.2%&1.7%	9.0%	1.4%	5.5%
CC(C)C(C(=O)Nc1ncn[nH]1)N1C(=O)c2ccccc2C1=O (configuration not stated)	0.1%	7.7%	-0.1%	-6.9%	-4.7%
NS(=O)(=O)c1ccc(NC(=O)/C=C/c2ccco2)cc1	0.8%	0.2%	-13.9%	5.1%	3.3%
CCc1nnc(NC(=O)Cn2ccc(C(F)(F)F)n2)s1	4.4%	-0.7%	-12.4%	3.7%	3.6%
C=CCn1c(O)c(/C(CC)=N/NC(=S)Nc2ccccc2)c(=O)[nH]c1=O	1.1%	9.8%	25.4%	3.1%	-2.9%
CCOC(=O)C1(C)Oc2ccccc2C(c2ccc(OC)cc2)=C1C(=O)OC (configuration not stated)	5.7%	4.6%	.	.	.
CCOc1ccccc1NC(=O)CN(c1ccc(C)cc1)S(=O)(=O)c1c(C)n[nH]c1C	7.2%	14.3%	16.1%	-0.8%	5.9%
Cc1nc(N(CCO)C2CCCCC2)c2nnn(Cc3ccccc3)c2n1	4.7%	-3.9%	61.4%	?	4.3%
COCCn1c(=O)c2c(nc3n2CCCN3CCc2ccc(OC)c(OC)c2)n(C)c1=O	0.7%	-8.1%	4.4%	5.6%	8.3%
CCOC(=O)C1CCN(CCC(=O)Nc2ccc(C)c(C)c2)CC1	1.2%	2.1%	0.0%	0.6%	6.0%
Cc1ccc(C(=O)NC(C)c2nc3ccccc3n2CC(=O)Nc2c(C)cc(C)cc2C)cc1 (configuration not stated)	.	.	-5.7%	5.1%	4.3%
O=C(CCCN1C(=O)/C(=C/c2ccco2)SC1=S)Nc1ccccc1C(=O)O	2.2%	21.2%	49.5%	6.5%	10.3%
Cc1ccc(S(=O)(=O)Nc2cc(=O)[nH]c(SCC(=O)Nc3cccc(C(F)(F)F)c3)n2)cc1	0.1%	3.9%	.	.	.
COc1ccc2c(CC(=O)Nc3ccc(OC)c(NS(=O)(=O)c4ccc(F)cc4)c3)coc2c1	4.6%	11.9%	11.2%	-0.6%	0.2%
CCOc1cc(CNc2ccc(N3CCOCC3)cc2)cc(Br)c1OCC	i	20.0%	-2.1%	4.1%	4.2%
